Assay outcomes deposited in PubChem by several laboratories.
Dynein transport = inhibitors of GR-EGFP nuclear translocation, primary screen, dynein cargo transport inhibitor project, imaging, high-content, 3617.4 mouse cells. AID 1381, 2008. test concentration mostly 20 µM; stimulated with dexamethasone, 1 µM; hits give low values. z-score, hits read low. 220,000 compounds, 0.47% hits;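 active means plate z-score of nuclear minus cytoplasmic receptor signal below a set negative limit, without overly bright fluorescence or cell loss, cut at about -3.5 in these data, passing the limit was not always enough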;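 further: z-score of nuclear minus cytoplasmic ring GR-EGFP intensity difference per well; some compounds called inactive have numbers as strong as hits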
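Also added: dexamethasone, 1.0 µM final. Medium: tet-free, stripped-serum medium. Detection: fixed, Hoechst-stained cells imaged at 10x for EGFP. Read-out: nuclear-to-cytoplasmic GR-EGFP distribution per well. Times: induction 48 h, compound 1 h, agonist 30 min.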
Ins promoter up = insulin promoter activators in MIN6 cells, imaging, high-content screening, mouse beta cells; MIN6 insulin promoter-GFP reporter; hits give high values; z-score at 5 µM; 190,000 compounds, 0.3% hits;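 active means z-score above 3 at 5 µM with at least 500 cells counted in the well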
Autophagy HCS = autophagy modulators in MEF cells, primary screen, imaging, high-content, MEF GFP-LC3 | MEF GFP-LC3 puncta imaging; test concentration mostly 10 µM | 190,000 compounds, 0.98% hits | calls only at 10 µM (by protocol);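 active means percentage of spot-positive cells more than 3 SD above its plate mean, without a fluorescence outlier flag or 80% toxicity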;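 further: spot-positive cell cutoff set from DMSO-treated cells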
WT yeast gro inh = growth inhibition of WT strain, primary screen, mitochondrial fusion inhibitor project, WT and mutant strains, chemical genetic; 190,000 compounds, 2.1% hits; mitochondrial fusion phenotypic screen; inhibition, % at 10 µM; in the data active means inhibition above about 58%; tested in S. cerevisiae
Lipid droplet = inhibitors of hepatocyte lipid droplet formation, primary screen, imaging, high-throughput imaging, BODIPY stain | AML12 mouse hepatocytes, oleate lipid droplets | inhibition, % at 6.5 µM | 240,000 compounds, 0.4% hits | AID 1656, 2009;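 active means lipid droplet intensity inhibited by at least 50%, with more than 500 cells counted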
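Assay system: AML12 hepatocytes (mouse) / Also added: 100 µM oleic acid challenge / Times: overnight treatment with compound plus oleate / Detection: high-content imaging of BODIPY-stained droplets and DAPI nuclei / Evaluation: % inhibition of lipid droplet signal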
MT stabilizer = microtubule stabilizers in HeLa cells, primary screen, imaging, high-content imaging | HeLa tubulin immunostaining HCS, 24 h; share of cells brighter than vehicle mean+2SD | % tubulin-high responders, % at 10 µM | 200,000 compounds, 0.83% hits | AID 2205, 2009;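 active means plate Z-score above 3 for both tubulin-high and condensed-nucleus cell shares, with cell loss under 80%, at 10 µM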;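 further: anti alpha tubulin signal scored within the nucleus-defined area of each cell; some results filed as inactive read as strong as hits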
bCat nuc transl = modulators of beta-catenin nuclear translocation, primary screen, imaging, HeLa cells, immunofluorescence, high-content; nuclear translocation activity, % at 5 µM; 190,000 compounds, 0.3% hits; AID 1665, 2009;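 active means nuclear translocation activity above 50% at 5 µM, with a well cell count of 50 or more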;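 further: per-cell ratio of nuclear to cytoplasmic median beta-catenin stain intensity; plate controls were DMSO negative control for no effect and GSK-3 inhibitor IX positive control for full effect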
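Test system: human HeLa cells, endogenous beta-catenin. Times: 24 h compound exposure, 37°C. Measured by: beta-catenin immunofluorescence imaging with DAPI.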
Yfh1-depleted yeast = enhancers of respiration in Yfh1-depleted yeast, dose response, Friedreich's ataxia, plus single-dose screen (AID 1465); S. cerevisiae Yfh1-off respiration, WST-1 reduction, 72 h; higher fold induction means a stronger effect; fold induction at 50 µM; hits with a dose series show EC50 in µM; 220,000 compounds, 0.074% hits;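 active means fold induction of absorbance versus untreated yeast above a set limit, then at least 30% activation at any dose in follow-up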;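 further: activators that raise dye reduction in frataxin-depleted yeast; strong numbers were not always called active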
HEK293 NOD2/NF-kB = NOD2 signaling inhibitors, cell-based, luminescence, uHTS, HEK293 (AID 1566) | HEK293 NOD2/NF-kB luciferase reporter, luminescence; higher % means a stronger effect | inhibition, % at 4 µM; hits with a dose series show EC50 in µM | 290,000 compounds, 0.63% hits; in the data active means inhibition above about 50%; further: many of its hits are not listed in these tables
WT yeast gro inh mutant strain = recorded beside WT yeast gro inh, whose call it bears; inhibition, %; mitochondrial fusion phenotypic screen, mutant strain inhibition
Dynein transport cytoplasmic EGFP = second read-out of Dynein transport, no call of its own (marks repeat the call); z-score; measured here: cytoplasmic GR-EGFP intensity; hits give high values
Dynein transport nuclear GR-EGFP = recorded beside Dynein transport, whose call it bears; z-score; measured here: nuclear GR-EGFP intensity;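 lower value marks the stronger effect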
Dynein transport cell count = also measured in Dynein transport; calls as there; z-score; measured here: cell count per field
Ins promoter up cell count = also measured in Ins promoter up; calls as there; cell count; measured here: cytotoxicity, nuclei count;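 total cells summed across four imaged fields per well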
Lipid droplet cells 6.5 µM = recorded beside Lipid droplet, whose call it bears; cell count; measured here: cell count, cytotoxicity flag;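 cells counted across two imaged fields per well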
bCat nuc transl cell count 5 µM = further read-out of bCat nuc transl, marked with its call; cell count; measured here: cell count, cytotoxicity flag
MT stabilizer Hoechst-high % = recorded beside MT stabilizer, whose call it bears; % Hoechst-high responders; measured here: nuclear condensation Hoechst responders;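 share of cells brighter than vehicle mean plus two SD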
MT stabilizer cytotoxicity % = recorded beside MT stabilizer, whose call it bears; toxicity, %; measured here: cytotoxicity by cell density;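 0% = mean cell density of plate MIN control wells and 100% = no cells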
Autophagy HCS cell loss 18 h = second read-out of Autophagy HCS, no call of its own (marks repeat the call); toxicity, %; measured here: cell loss, nuclei count;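 cell loss after 18 h compound exposure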
Numbers without * were called inactive; i = inactive; . = not tested or not shown. The list is partial (hit frequency here may not be typical).

SMILES	Dynein transport	Dynein transport cytoplasmic EGFP	Dynein transport nuclear GR-EGFP	Dynein transport cell count	Ins promoter up	Ins promoter up cell count	Autophagy HCS	Autophagy HCS cell loss 18 h	WT yeast gro inh	WT yeast gro inh mutant strain	Lipid droplet	Lipid droplet cells 6.5 µM	MT stabilizer	MT stabilizer Hoechst-high %	MT stabilizer cytotoxicity %	bCat nuc transl	bCat nuc transl cell count 5 µM	Yfh1-depleted yeast	HEK293 NOD2/NF-kB
CCOc1ncccc1C(=O)Nc1nnc(C2CC2)s1	-0.31	-0.31	0.12	0.1	-1.1	1265	i	4	-11	11	-8	654	3.2	4.0	4.9	-1.7	1143	i	-4%
COc1ccc(C(O)Cc2nc3ccccc3n2C)cc1OC (stereo not drawn)	-0.92	-0.26	-0.76	-0.061	0.11	1035	i	0	-17	-12	1	699	3.1	1.2	7.3	0.3	1237	i	6%
C=CCN(CC=C)S(=O)(=O)c1ccc2nsnc2c1	-0.69	-0.19	-0.012	0.44	-0.26	1249	i	3	-12	-15	-2	704	3.8	2.3	11	-4.8	1306	i	22%
Cc1cccc(C)c1NC(=O)C(NS(=O)(=O)c1cccs1)c1ccccc1 (stereo not drawn)	0.2	-0.2	-0.025	0.35	-0.04	1317	i	-10	-10	6	1	641	2.7	3.8	5.1	-1.4	525	i	23%
COc1ccc(S(=O)(=O)NC(Cc2cnc[nH]2)C(=O)O)cc1 (stereo not drawn)	0.24	-0.22	0.62	-1	0.97	1431	i	0	-7	-1	5	685	1.3	1.1	4.7	-0.1	886	i	10%
CN(C)S(=O)(=O)Oc1ccccc1C(=O)Nc1ccc(F)cc1F	0.41	-0.076	0.56	-0.15	0.14	1535	i	22	0	17	1	717	1.5	1.6	1.7	0.1	1522	i	0%
COc1ccc(C(=O)OCC(=O)c2cc(OC)ccc2OC)c(OC)c1	0.58	-0.13	0.75	0.16	.	.	i	-6	21	10	.	.	3.3	2.7	9.9	.	.	i	-5%
CC(C)NC(=O)CN1C(=O)C(=O)c2ccccc21	0.48	-0.26	0.25	0.45	.	.	i	4	13	7	2	791	1.4	1.4	2.1	.	.	i	8%
CC(=O)Nc1nc2cccc([N+](=O)[O-])c2s1	1.4	-0.32	0.46	-0.42	-0.05	1398	i	-9	1	24	-1	647	3.9	1.8	0.1	-0.3	1495	i	7%
Cc1nn(Cc2ccccc2)c(C)c1NC(=O)c1cc(-c2ccc3c(c2)OCO3)on1	-0.71	-0.19	-0.039	0.95	-1.1	1376	i	16	-9	-5	.	.	4.7	4.5	6.6	-2.5	958	i	-18%
COc1ccc(C(=O)Nc2nc(-c3ccc([N+](=O)[O-])cc3)c(-c3ccc(OC)cc3)s2)cc1	-1.3	2.2	-0.31	0.53	0.39	1481	i	3	2	-2	40	595	4.3	2.3	5.5	0.5	1154	i	12%
COc1ccc(C2CC(c3ccc(OC)cc3)n3nc(N)nc3N2)cc1 (stereo not drawn)	-0.7	-0.15	-0.023	0.8	0.06	1792	i	3	-4	-1	6	674	3.6	2.1	4.6	1.5	1013	i	5%
CCN(CC)CC(=O)NN=C(c1ccccc1)c1ccccc1	-0.26	0.012	-0.38	1	-0.53	1307	i	-18	-6	6	.	.	4.1	1.9	5.8	-2.2	1407	i	18%
O=Nc1c(O)n(Cc2ccccc2)c2ccccc12	0.66	-0.21	0.23	-0.86	0.08	1063	.	.	.	.	2	635	.	.	.	1.2	1253	i	-14%
CNC(=S)NNC(=O)CNc1ccc(C)c(Cl)c1	-1.1	-0.27	-0.81	1.2	0.15	1261	i	9	12	7	0	721	1.8	3.0	6.3	0.7	1020	i	-5%
CCCC(C(=O)NC1CCCCC1)N(CC1CCCO1)C(=O)CNS(=O)(=O)c1ccc(F)cc1 (stereo not drawn)	1.9	-0.059	1.5	-0.18	-0.73	1323	i	1	-1	9	.	.	3.3	2.8	8.0	-0.3	1105	i	9%
COc1cccc(/C=N/NC(=O)c2ccc(OCc3cccc(Br)c3)cc2)c1	0.08	-0.11	-0.18	-0.072	1.4	1480	i	0	10	14	.	.	3.5	2.2	9.0	1.5	1255	i	12%
Cc1nc(-c2ccccc2)sc1C1(C)CC(c2ccc(C#N)cc2)=NO1 (stereo not drawn)	-0.61	-0.63	-0.12	-0.5	-0.45	1038	.	.	.	.	3	758	.	.	.	-1.7	1373	i	20%
Cn1nnnc1SCC(=O)NCC(=O)c1ccccc1	0.7	-0.13	-0.29	-1.4	-0.71	1480	i	5	-15	22	.	.	5.1	2.8	4.7	-0.2	751	i	14%
O=C(CCN1C(=O)c2ccccc2C1=O)Nc1ccc(F)cc1	-0.015	-0.17	0.31	1.2	0.5	1298	i	-1	8	-13	4	706	4.1	1.9	7.7	0.8	1134	i	10%
c1ccc(-c2csc3nnc(SCc4ccc5c(c4)OCO5)n23)cc1	0.15	0.22	0.5	-0.55	-0.78	1398	.	.	7	-7	-32	653	3.9	3.0	6.3	-2.0	1069	i	8%
CC(C)Cn1c(N)c(C(=O)COC(=O)c2cc(-c3ccccc3)nc3ccccc23)c(=O)n(C)c1=O	-0.19	-0.17	0.22	0.36	-0.63	953	i	-24	14	-10	17	754	8.1	4.2	1.8	3.3	526	i	-14%
CCNc1ccc(C(=O)OC(C(=O)NC(N)=O)C(C)C)cc1[N+](=O)[O-] (stereo not drawn)	1.7	0.099	1.4	-2.1	-0.8	1306	i	-15	12	1	-2	720	2.8	1.8	6.0	-3.8	1107	i	16%
CC(C)(C)c1nnc2sc(SCCN3C(=O)c4ccccc4C3=O)nn2c1=O	-0.33	-0.21	0.14	0.67	0.23	1168	.	.	6	1	.	.	2.3	2.4	9.8	-7.1	991	i	-16%
Cn1ncc(C#N)c1/N=C/N1CCCC1	-0.8	0.035	-0.099	0.86	.	.	i	3	6	17	-14	804	1.2	1.4	5.4	-8.4	1179	i	23%
Other records follow:
SMILES	Dynein transport	Dynein transport cytoplasmic EGFP	Dynein transport nuclear GR-EGFP	Dynein transport cell count	Ins promoter up	Ins promoter up cell count	Autophagy HCS	Autophagy HCS cell loss 18 h	WT yeast gro inh	WT yeast gro inh mutant strain	Lipid droplet	Lipid droplet cells 6.5 µM	MT stabilizer	MT stabilizer Hoechst-high %	MT stabilizer cytotoxicity %	bCat nuc transl	bCat nuc transl cell count 5 µM	Yfh1-depleted yeast	HEK293 NOD2/NF-kB
CC1C2=C(CC(C)(C)CC2=O)NC2=C1C(=O)CC(C)(C)C2	0.58	-0.17	0.21	-0.98	0.31	1155	i	-6	-7	-43	2	706	2.4	2.3	7.4	2.8	1084	i	-3%
CC1CN(C(=O)Cn2cnc3c2c(=O)n(C)c(=O)n3C)CC(C)O1 (stereo not drawn)	0.17	-0.18	0.12	1.5	-0.38	1336	i	-6	7	8	-2	741	2.8	3.2	6.4	-0.8	1189	i	13%
O=C(CCCC(=O)N(c1ccc2c(c1)OCCO2)C(C(=O)NC1CCCCC1)c1ccc(Cl)cc1)Nc1ccccn1 (stereo not drawn)	1.3	-0.33	0.43	-0.33	0.42	1814	i	8	4	17	-5	553	2.7	2.2	9.7	0.0	1088	i	15%
COc1cc(C2CC(=O)Oc3c(C(CCN4CCOCC4)c4ccc(N(C)C)cc4)c(OC)cc(OC)c32)cc(OC)c1OC (stereo not drawn)	-0.021	-0.81	-0.068	0.23	.	.	.	.	.	.	-2	752	.	.	.	-0.9	1151	i	4%
Cc1oc(CC(C)C)cc1C(=O)Nc1ccc(C(=O)O)cc1	-0.28	-0.32	0.018	0.12	0.6	1142	i	-15	-11	0	.	.	4.1	2.6	4.9	-2.2	760	i	-12%
CN(C(=O)COC(=O)CNC(=O)c1ccc(Cl)cc1Cl)c1ccccc1	-0.55	-0.077	-0.33	-6.1	-0.01	1409	i	2	-3	-3	15	707	2.6	3.0	6.7	-2.7	1081	i	2%
NC(=O)OCC(COC(N)=O)c1ccccc1	-0.49	-0.18	0.29	0.57	.	.	i	29	-7	-9	1	751	2.2	1.8	7.5	2.9	498	i	-6%
